Screens: PubChem BioAssay, Broad Institute
XiGFP reactiv: activators of inactive X chromosome reactivation, primary screen, imaging, XiGFP fibroblasts, GFP high-content imaging, set 2; activation, % at 7.58 µM; XiGFP mouse fibroblasts, % GFP-positive cells imaging, 3 d; cells co-treated with 5-aza-dC sensitizer; scaled so ellipticine positive control = 100%; actives 0.055% (n = 360,000);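 active = mean normalized replicate activation at least 10% and every replicate at or above 10%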;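 note: 0% = median of on-plate neutral control wells and 100% = ellipticine 6 µM median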
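System: XiGFP fibroblasts, SV40-immortalized. Medium: DMEM plus 5-aza-dC sensitizer. Doses: single point. Timing: 3 d treatment, 15 min room-temperature fixation. Control set: ellipticine 6 µM.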
RAD52 anneal inh: RAD52 DNA annealing inhibitors, primary screen, biochemical, FRET, single point, set 2 | DNA repair protein RAD52 homolog (Homo sapiens), P43351 | recombinant RAD52 DNA annealing, FRET fluorescence | inhibition, % at 18.7 µM | actives 0.46% (n = 360,000);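 active = every replicate showing at least 50% inhibition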
esBAF inh: Bmi1 luciferase reporter increase in mESCs, primary screen, esBAF inhibitor project, mouse ES cells, Bmi1 luciferase knock-in, single point; reporter increase, % at 12.5 µM; AID 602393, 2012; 24 h; 100% = twice the neutral-well signal; actives 2% (n = 350,000); in the data active = activation above about 40%;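 note: 0% = median of the plate's neutral control wells and 100% = double that signal; a rise in the Bmi1 reporter signal indicates esBAF inhibition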
GSIS activator: GLuc luminescence reporter in INS-1E cells, primary screen for activators of glucose-dependent secretion of insulin. INS-1E GLuc reporter insulin secretion, 2-3 h. activation, % at 16.6 µM. actives 0.61% (n = 370,000);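 active = lowest replicate activation of at least 40%, so every replicate reaches that level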;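 note: 0% = median of neutral control wells and 100% = median of IBMX positive control wells; some compounds called inactive have numbers as strong as hits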
RAD54 branch: inhibitors of human RAD54 branch migration, primary screen, biochemical, fluorescence, single point. actives 0.14% (n = 360,000). RAD54 Holliday junction branch migration, FAM/BHQ fluorescence. inhibition, % at 10.4 µM. DNA repair and recombination protein RAD54-like (Homo sapiens), Q92698;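 active = mean normalized replicate activity at least 40 and at least half of replicates scoring 40 or more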;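 note: 0% = median of neutral control wells and 100% = median of positive control wells; inhibitors cause a drop in the FAM fluorescence signal; in these data hits start at about 50%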
Target sequence (Q92698 whole entry, looked up): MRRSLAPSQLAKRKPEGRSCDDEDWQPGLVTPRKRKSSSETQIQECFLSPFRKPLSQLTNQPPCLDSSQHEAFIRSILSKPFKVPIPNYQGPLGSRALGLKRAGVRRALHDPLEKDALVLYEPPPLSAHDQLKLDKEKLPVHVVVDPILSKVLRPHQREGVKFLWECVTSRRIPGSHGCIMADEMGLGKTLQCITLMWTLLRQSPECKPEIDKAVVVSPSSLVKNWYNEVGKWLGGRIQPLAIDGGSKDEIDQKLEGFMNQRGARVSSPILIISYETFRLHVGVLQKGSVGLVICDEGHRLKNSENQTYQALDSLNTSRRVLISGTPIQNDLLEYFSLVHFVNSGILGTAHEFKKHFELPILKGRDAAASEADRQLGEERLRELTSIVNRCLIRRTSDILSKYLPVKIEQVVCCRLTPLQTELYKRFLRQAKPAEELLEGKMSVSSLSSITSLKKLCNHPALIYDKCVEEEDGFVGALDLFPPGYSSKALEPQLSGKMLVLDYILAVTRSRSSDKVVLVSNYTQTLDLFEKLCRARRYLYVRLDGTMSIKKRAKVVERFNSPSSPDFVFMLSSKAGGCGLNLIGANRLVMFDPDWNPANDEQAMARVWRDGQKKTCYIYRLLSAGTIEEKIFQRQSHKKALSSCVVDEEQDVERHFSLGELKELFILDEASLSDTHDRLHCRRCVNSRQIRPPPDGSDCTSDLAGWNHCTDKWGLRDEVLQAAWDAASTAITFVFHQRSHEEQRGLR
ARNT TACC3 PPI: disruptors of ARNT/TACC3 protein interaction, primary screen, biochemical, AlphaScreen, single concentration | Transforming acidic coiled-coil-containing protein 3 (Homo sapiens), Q9Y6A5 | AlphaScreen His-ARNT PAS-B/GST-TACC3 binding, luminescence; TACC3 fragment carries E629A point mutation | actives 0.66% (n = 390,000) | inhibition, % at 9.99 µM;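 active = mean inhibition of replicates at least 50% and at least half of replicates each reaching 50%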;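 note: 0% = complete ARNT plus TACC3 wells and 100% = ARNT alone without TACC3; many hits fall short of the cut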
ERAP1 HTS inh: human ERAP1 aminopeptidase inhibitors, primary screen, biochemical, single point, plate reader. recombinant ERAP1, Leu-AMC fluorescence, 60 min. inhibition, % at 10.7 µM. actives 0.15% (n = 340,000). AID 652197, 2013;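 active = mean replicate inhibition of at least 30%, or all replicates individually reaching that 30% level; inactive = mean below 30% and not every replicate reaching it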;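 note: 0% = neutral control wells and 100% = L-leucinethiol positive control wells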
CFTR F508del cor: F508del CFTR correction, initial screen, CFBE line, single point; CFBE cells, YFP halide quenching; stimulated with forskolin plus potentiator P3; % fluorescence drop versus neutral controls; activity (quench increase), % at 7.58 µM; actives 0.36% (n = 350,000); AID 720511, 2013;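 active = mean added fluorescence quench of at least 8% versus neutral control, with both replicates also reaching 8%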;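 note: cells transiently co-express mutant CFTR-F508del with the halide-sensitive YFP; corrector assay measuring rescue of mutant channel to the surface after 24 h compound exposure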
* marks the source's active call; other numbers are inactive results; x = not tested or not shown. This is a random part of the collection. Share with any hit: about 3.3%.

SMILES	XiGFP reactiv	RAD52 anneal inh	esBAF inh	GSIS activator	RAD54 branch	ARNT TACC3 PPI	ERAP1 HTS inh	CFTR F508del cor
C/C=C/c1ccc([C@H]2[C@@H](CO)N(C(C)=O)[C@@H]2CNC(=O)NCCC)cc1	-0.1	2	x	7	x	x	-1	0.1
COc1ccc(C2(O)C(=O)Nc3ccccc32)cc1 (centres undefined)	-0.1	0	-3	-4	-4	-12	0	-3.1
CCCNC(=O)N1C[C@@H](O)COC[C@H]2O[C@H](CC(=O)N[C@@H]3CCN(Cc4ccccc4)C3)CC[C@@H]21	0.3	3	-4	3	-6	5	1	0.1
NC(=O)CSc1nnc(-c2ccncc2)n1-c1ccc(Cl)cc1	0.0	-2	2	3	-1	-1	3	-2.3
CC(NC(=O)CCNC(=O)c1ccco1)c1ccc(F)cc1 (centres undefined)	0.1	-17	3	15	-7	3	-5	1.9
NCC[C@H]1CC[C@@H](NS(=O)(=O)Cc2ccccc2)[C@H](CO)O1	0.0	-7	-4	27	-2	-27	-1	0.2
CCN(CC)S(=O)(=O)c1ccc(OCC(=O)NC(=O)Cc2ccccc2)c([N+](=O)[O-])c1	-0.6	-3	-1	4	13	11	3	-5.3
Nc1ccc(S(=O)(=O)Nc2nccc(/C=C/c3cccc([N+](=O)[O-])c3)n2)cc1	0.0	-14	6	70*	3	x	1	-1.7
COc1ccc(S(=O)(=O)N(C)C[C@@H]2Oc3ccc(NC(=O)Cn4cnnn4)cc3CC(=O)N([C@@H](C)CO)C[C@H]2C)cc1	0.0	-31	1	9	5	-7	-2	-1.0
CC(=O)N(c1cccc(Br)c1)c1nc(C)cc(C)c1C#N	0.4	-1	x	x	5	-4	-1	-0.9
Cn1c(SCC(=O)NCCc2ccccc2)nc2c([nH]c3ccccc32)c1=O	0.1	-10	x	9	x	12	-3	-5.1
O=C(Nc1ccc2c(c1)[C@H]1C[C@@H](CC(=O)N3CCOCC3)O[C@H](CO)[C@H]1O2)c1ccc2c(c1)OCO2	0.0	x	-1	-4	1	-3	x	-0.7
COc1ccc(C(=O)CCC(=O)Nc2cccnc2)cc1	0.0	-10	x	16	x	-3	-2	0.6
CCOC(=O)C1=C(COC(=O)c2cc(Br)c(Br)s2)NC(=O)NC1C (centres undefined)	0.1	-11	5	-8	-2	-3	0	-0.1
CCOC(=O)N1CCN(S(=O)(=O)N2CCCC(C(=O)NC(C)c3ccccc3)C2)CC1 (centres undefined)	0.0	6	3	7	2	-14	1	-0.9
O=C(c1ccccc1F)N1CC[C@@H]2[C@H](CO)Nc3ccc(C#Cc4ccc(F)cc4)cc3[C@@H]21	0.1	x	-5	12	4	-8	x	-0.8
O=[N+]([O-])c1cnccc1Nc1ccc(Cl)cc1	0.0	-12	-4	28	x	6	-1	-2.5
Cc1ccc(NC(=S)Nc2ccc3[nH]c(=O)[nH]c3c2)cc1	0.1	-7	x	17	x	0	x	2.1
CC(c1ccccc1)C1CC(=O)N(Cc2ccccc2)C1=O (centres undefined)	0.0	5	x	2	x	x	-2	2.7
CCOC(=O)CSc1ccc(C(=O)NCCN2CCOCC2)cc1[N+](=O)[O-]	0.0	-10	1	19	-8	-9	-1	-1.3
C[C@@H]1CCCCO[C@@H](CN(C)Cc2ccc(C(=O)O)cc2)[C@H](C)CN([C@H](C)CO)C(=O)c2cc(N(C)C)ccc2O1	0.4	x	6	-2	x	x	x	0.1
Nc1ncnc2c1ncn2[C@@H]1O[C@H](C(=O)N2CCCN(Cc3cccs3)CC2)[C@@H](O)[C@H]1O	0.4	-13	-4	10	-1	x	8	-1.9
O=C(N/N=C/c1ccc(Cl)c([N+](=O)[O-])c1)c1cc(-c2ccc3c4c(cccc24)CC3)n[nH]1	-0.2	-6	-7	5	-10	-1	x	-0.7
O=c1c2ccccc2c(=O)n2n1Cc1ccccc1C2	0.2	-22	16	3	3	0	-2	-2.9
COc1ccc(C(C)(C)C)cc1NC(=O)COC(=O)CSCc1c(C)noc1C	0.0	-5	-1	5	2	15	-4	-0.2
Continuation:
SMILES	XiGFP reactiv	RAD52 anneal inh	esBAF inh	GSIS activator	RAD54 branch	ARNT TACC3 PPI	ERAP1 HTS inh	CFTR F508del cor
COC(=O)C1=C(C(=O)OC)[C@@H]2Nc3ccccc3[C@@]23C[C@@H](C(=O)OC)N(C(C)=O)C3=N1	0.0	-1	-3	x	1	1	2	1.7
Cc1c(/C=N/NC(N)=O)c2ccccn2c1C(=O)c1ccncc1	0.0	5	14	40	-8	5	-2	3.6
CCCOc1ccc(N/C=C/C(=O)c2ccc(OC)c(OC)c2)cc1	0.0	-21	3	2	-9	4	-2	3.9
O=C(N/N=C/c1ccco1)c1ccccc1OCc1ccccc1Cl	0.2	-25	x	1	-1	2	-3	x
CC1CN(C(=O)CCC(=O)NC(C)c2ccccc2)c2cc(Cl)ccc2O1 (centres undefined)	0.1	-24	-3	-46	5	-2	5	1.4
CC1(C)CC2CC(C)(CN2S(=O)(=O)c2cccc(C(=O)OCC(=O)NC(N)=O)c2)C1 (centres undefined)	0.0	-4	6	7	2	-3	24	-3.7
C/C(=N\NC(=O)c1ccccc1OCCOc1ccccc1)c1ccccc1F	0.0	-12	-2	22	2	4	3	0.6
O=C(C[C@H]1C[C@@H]2c3cc(NC(=O)c4cccnc4)ccc3O[C@@H]2[C@H](CO)O1)NCc1cccc(F)c1	0.6	5	-2	-13	11	-5	0	0.2
S=c1[nH]nc(-c2ccccc2Cl)n1/N=C/C=C/c1ccco1	0.0	-18	x	6	6	x	8	-1.8
O=C1NC(Cc2ccccc2)c2nc3ccc(Cl)cc3c(=O)n2-c2ccc(Cl)cc21 (centres undefined)	0.1	-15	x	x	x	x	4	-1.2
COC(=O)[C@]12CCCCC=C1N(CCC1=CCCCC1)C(=O)[C@H](CC(=O)NCc1ccc(OC)c(OC)c1)C2	-0.1	-10	x	-15	x	x	1	-3.9
O=C(c1cnccn1)N1CC(=O)N2[C@H](C1)[C@@H](c1ccc(C3=CCCCC3)cc1)[C@@H]2CO	0.2	-3	x	-10	x	x	x	3.2
CCOC(=O)c1sc(NC(=O)c2ccccc2C(=O)O)c(C(=O)OCC)c1C	-0.7	-15	x	x	x	-7	-12	-0.4
COC(=O)[C@@H]1[C@@H](CO)[C@@H]2Cn3c(ccc(-c4ccccc4)c3=O)[C@@H]2N1Cc1cccc(F)c1	0.4	-45	-2	-7	-6	-1	2	-0.7
O=C(Nc1cccc(Cl)c1)OCCOC(=O)Nc1cccc(Cl)c1	0.3	-19	-2	x	-5	-4	-6	-0.9
COc1ccc(CNC(=O)COc2ccc(S(=O)(=O)N3CCCCC3)cc2)cc1	0.1	-5	-7	2	3	-2	-5	-0.9
CCCNC(=O)Nc1ccc2c(c1)OC[C@H](C)N(C(=O)CC)C[C@H](C)[C@@H](OC)CN(C)C2=O	0.2	15	x	6	x	x	0	3.1
Cc1ccc(CN2CCN(CC(=O)N3CCC(C(N)=O)CC3)C2=O)cc1	0.3	3	-3	x	-24	-42	4	3.5
C[C@H](CO)N1C[C@H](C)[C@H](CN(C)Cc2ccc3c(c2)OCO3)Oc2c(NC(=O)Nc3ccc(C(F)(F)F)cc3)cccc2C1=O	-0.3	36	-1	-18	0	9	-1	1.0
Cc1ccc2c(c1)c1c(n2CC(O)Cn2c(C)nc3ccccc32)CCCC1 (centres undefined)	0.0	41	-16	x	-8	x	7	1.1
C[C@H](CO)N1C[C@H](C)[C@H](CN(C)S(=O)(=O)c2ccc(C#N)cc2)OCc2ccccc2-c2ccccc2C1=O	0.1	12	0	-12	3	7	3	-2.1
CCc1ccc(NC(=O)C(C)OC(=O)CC(NC(C)=O)c2ccccc2)cc1 (centres undefined)	-0.1	-10	8	13	x	2	-5	0.9
Cc1ccc(-c2cc(C(F)F)n3ncc(C(=O)N4CCc5ccccc5C4)c3n2)cc1	0.0	-15	x	0	x	x	2	-4.4
COc1cccc(S(=O)(=O)Nc2ccc3c(c2)C(=O)N(C)C[C@H](OC)[C@@H](C)CN(Cc2ccccc2F)[C@H](C)CO3)c1	-0.1	-32	2	0	1	0	1	-1.3
Cc1cccc(-n2cc3c(=O)n(C)c(=O)n(C)c3c2)c1	0.0	-22	x	-11	x	0	-3	0.5

Structural class: the compounds so far containing bromine.
SMILES	XiGFP reactiv	RAD52 anneal inh	esBAF inh	GSIS activator	RAD54 branch	ARNT TACC3 PPI	ERAP1 HTS inh	CFTR F508del cor
CC(=O)N(c1cccc(Br)c1)c1nc(C)cc(C)c1C#N	0.4	-1	x	x	5	-4	-1	-0.9
CCOC(=O)C1=C(COC(=O)c2cc(Br)c(Br)s2)NC(=O)NC1C (centres undefined)	0.1	-11	5	-8	-2	-3	0	-0.1

(list continues)
SMILES	XiGFP reactiv	RAD52 anneal inh	esBAF inh	GSIS activator	RAD54 branch	ARNT TACC3 PPI	ERAP1 HTS inh	CFTR F508del cor
O=C(C1CCCC1)N1CC2(C1)[C@H](c1ccccc1)[C@@H](CO)N2CC1CC1	0.2	6	x	-1	x	x	1	0.2
COc1cccc(-c2ccc3c(c2)[C@H]2[C@H](CCN2C(=O)c2ccc4c(c2)OCO4)[C@@H](CO)N3C)c1	0.1	0	-2	-16	-6	-1	-1	3.0
O=C(Nc1ccc(F)c(F)c1)c1ccc(-n2cncn2)c([N+](=O)[O-])c1	-0.1	1	4	-17	0	0	-1	2.3
CCCNC(=O)c1cn(CC)c2cc(N3CCN(C(=O)c4ccco4)CC3)c(F)cc2c1=O	0.0	-2	8	5	-6	9	1	-3.3
C[C@H](CO)N1C[C@H](C)[C@H](CN(C)C(=O)Nc2ccc(C(F)(F)F)cc2)Oc2ccc(NC(=O)c3ccncc3)cc2C1=O	0.1	8	2	8	-1	-3	-2	3.5
COc1cc([N+](=O)[O-])ccc1-c1ccc(/C=N\n2cnnc2)o1	0.1	-16	-6	-6	-5	-7	1	2.0
CCOc1ccc(C(=O)NC2CC(=O)N(c3ccc4c(c3)OCCO4)C2)cc1 (centres undefined)	0.0	0	-8	-2	1	-3	-4	-0.3
Cc1ccc(F)c(S(=O)(=O)NC(=O)C2(C)CCN2C(=O)c2sccc2C)c1 (centres undefined)	0.0	0	13	6	-2	x	-2	-2.0
O=[N+]([O-])c1ccc(OCCN2CCCCCC2)cc1	0.3	17	x	2	x	x	3	0.4
CCOC(=O)C(=CNc1cc(C(F)(F)F)ccc1N1CCOCC1)C(=O)OCC	0.0	5	-9	4	-10	-4	x	-0.3
CC(=O)N1N=C(c2ccc(Cl)cc2)OC12CCCC2	0.1	-8	x	0	x	-4	0	2.3
CN1C(=O)c2cc(NC(=O)c3cccc(Cl)c3)ccc2OC[C@H]2O[C@H](CC(=O)NC3CCCCC3)CC[C@H]21	0.0	x	-2	-5	-7	0	x	-0.5
O=C(NCCN1CCOCC1)C(=O)NCC1OCCN1S(=O)(=O)c1ccc(F)cc1 (centres undefined)	0.0	-3	-4	x	-2	31	-2	0.3
CC1=C(C(=O)OCc2ccccc2)C(c2cccc([N+](=O)[O-])c2)NC(=O)N1 (centres undefined)	0.2	-6	-4	-13	-1	2	0	-5.7
